Screens (PubChem)
Tat transport: E. coli Tat export inhibitors, primary screen, MC4100, TorA-mCherry reporter, fluorescence, single point. inhibition, % at 10 µM. actives 0.036% (n = 340,000). AID 488895, 2010;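 active means mean replicate inhibition at least 50% and at least half of replicates individually reaching 50%; inconclusive means only one of the two criteria met; inactive means neither criterion met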;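 further: exported cargo escapes ClpAP degradation while cytoplasmic cargo is degraded and loses fluorescence; 0% = median of neutral control wells and 100% = median of NaSCN control wells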
V-ATPase pH: regulators of yeast V-ATPase proton pumping, primary screen, pHLuorin cytosolic pH fluorescence; S. cerevisiae; response, % at 10 µM; actives 0.37% (n = 350,000); in the data active means response mostly above about 7.3%, no sharp cut-off; inactive means mostly below about 5.4%; further: actives read high; inactives centre near 0; some compounds called inactive have numbers as strong as hits; reference of the scale not given here
CAL PDZ FP-1: CAL PDZ peptide-binding inhibitors, primary screen, biochemical, fluorescence polarization, Cer-tagged CAL PDZ, HTS; purified CAL PDZ, TMR-peptide fluorescence polarization, 1 h; actives 0.02% (n = 330,000); Golgi-associated PDZ and coiled-coil motif-containing protein (Homo sapiens), Q9HD26; inhibition, % at 20 µM; AID 504414, 2011;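 active means highest replicate inhibition of at least 40%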;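 further: plate controls were DMSO neutral control wells for no effect and unlabeled competitor peptide control wells for full effect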
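System: tagged CAL PDZ domain. Schedule: 1 h room-temperature incubation prior to read. Signal: fluorescence polarization (mP). Measure: percent inhibition from loss of millipolarization.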
RTF Ca sens act: cardiac RTF calcium sensitivity activators, primary screen, biochemical, IANBD-TnC fluorescence, EC20 calcium | IANBD-labeled TnC RTF fluorescence at EC20 calcium; 0% EC20 calcium, 100% full calcium | activation, % at 7.2 µM | actives 0.24% (n = 340,000) | AID 493008, 2010;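 active means activation above the mean over all tested compounds plus 3 SD, cut at about 30% in these data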;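 further: rise in fluorescence read as greater calcium sensitivity of cardiac thin filaments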
CAL PDZ FP-2: untagged CAL PDZ binding inhibitors, primary screen, biochemical, fluorescence polarization, HTS; actives 0.92% (n = 300,000); purified CAL PDZ, TMR-peptide fluorescence polarization, 1 h; inhibition, % at 24.9 µM; AID 602252, 2012;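 active means mean inhibition of at least 30% with at least half of replicates also reaching 30%; inconclusive means no clear call, values can overlap the other calls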;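 further: 0% = DMSO neutral control and 100% = excess unlabeled competitor peptide PRC23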
MITF act: activators of MITF-driven TRPM1 promoter reporter, primary screen, cell-based, SK-MEL-5, luciferase, single point. SK-MEL-5 TRPM1-promoter luciferase, 24 h; % of positive control, neutral wells = 0. activation, % at 12.5 µM. actives 0.75% (n = 300,000);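 active means mean activation of at least 80% with every replicate also reaching 80%; inconclusive means mean reaches 80% but some replicate falls short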;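 further: 0% = neutral control wells and 100% = parthenolide positive control wells; values of inactives mirror those of a sister screen read the other way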
Wnt act: Wnt/beta-catenin pathway activators, primary screen, cell-based, plate reader, single point | activation, % at 9.35 µM | Wnt/beta-catenin reporter cell assay, activator | actives 1.2% (n = 300,000) | AID 743398, 2014; in the data active means activation above about 30%, passing the limit was not always enough; inconclusive means no clear call, values can overlap the other calls;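 further: 0% = neutral control wells and 100% = positive control wells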
dFosB act: activators of delta FosB homodimer, primary screen, biochemical, fluorescence polarization, TAMRA-CDK5 oligo, single point; purified delta FosB; percent of positive-control signal above neutral wells; activation, % at 25 µM; actives 0.99% (n = 340,000);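 active means mean activation above about 17%, with every replicate also reaching it, limit read from the data, passing the limit was not always enough; inconclusive means only one of the two conditions met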;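 further: fluorescence polarization rise as delta FosB binds a TAMRA Cdk5 AP-1 oligo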
Target sequence (P13346 whole entry, looked up): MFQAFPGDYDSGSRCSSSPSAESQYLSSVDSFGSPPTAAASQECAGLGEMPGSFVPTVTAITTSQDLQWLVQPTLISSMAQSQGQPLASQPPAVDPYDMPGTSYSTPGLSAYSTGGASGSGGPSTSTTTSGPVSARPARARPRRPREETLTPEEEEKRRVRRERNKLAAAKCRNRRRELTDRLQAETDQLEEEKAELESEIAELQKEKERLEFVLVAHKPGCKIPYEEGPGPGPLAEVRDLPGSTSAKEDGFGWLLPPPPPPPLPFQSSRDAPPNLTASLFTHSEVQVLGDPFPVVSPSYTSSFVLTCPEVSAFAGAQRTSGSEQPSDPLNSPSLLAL
CDK5 p35 inh: inhibitors of human CDK5/p35 kinase, primary screen, biochemical, single concentration. Cyclin-dependent kinase 5 (Homo sapiens) + Cyclin-dependent kinase 5 activator 1 (Homo …. Recombinant CDK5/p35, ADP-Glo luminescence, 60 min. inhibition, % at 10 µM. actives 0.01% (n = 330,000). AID 488839, 2010;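 active means highest replicate inhibition of at least 50% and at least 75% of replicates reaching 50%; inconclusive means only one of the two criteria met; inactive means both criteria failed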;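 further: plate controls were DMSO neutral control for no effect and GW8510 at 10 µM for full effect; many of its hits are not listed in these tables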
Rtt109 Vps75: inhibitors of C. albicans Rtt109/Vps75 HAT, primary screen, biochemical, ThioGlo CoA-SH fluorescence, plate reader; Histone acetyltransferase RTT109 (Candida albicans (strain SC5314 / ATCC MYA-2876)), …; purified Rtt109/Vps75, 4 h; inhibition, % at 34.9 µM; actives 0.16% (n = 330,000); AID 540336, 2011;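 active means inhibition of at least 50% in every replicate; inconclusive means best replicate reaches 50% inhibition but some replicates fall short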
Target sequence (Q5AAJ8 whole entry, looked up): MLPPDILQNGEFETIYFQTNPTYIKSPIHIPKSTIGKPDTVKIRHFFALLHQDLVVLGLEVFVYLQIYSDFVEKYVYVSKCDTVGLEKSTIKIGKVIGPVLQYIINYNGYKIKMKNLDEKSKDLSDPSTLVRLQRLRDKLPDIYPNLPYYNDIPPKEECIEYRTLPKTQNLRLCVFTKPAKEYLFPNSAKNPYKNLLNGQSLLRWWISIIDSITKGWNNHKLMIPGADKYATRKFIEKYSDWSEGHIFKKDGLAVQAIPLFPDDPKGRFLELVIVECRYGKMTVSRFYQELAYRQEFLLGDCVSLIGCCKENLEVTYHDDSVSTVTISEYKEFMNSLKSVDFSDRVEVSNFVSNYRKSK
Numbers without * were called inactive; ? = inconclusive; / = not tested or not shown.

compound	Tat transport	V-ATPase pH	CAL PDZ FP-1	RTF Ca sens act	CAL PDZ FP-2	MITF act	Wnt act	dFosB act	CDK5 p35 inh	Rtt109 Vps75
CCOC(=O)c1c(NC(=O)CSc2ncnc3ccccc23)sc(C)c1C	-5	0	-0.8	-1	7	6	0	-11	-1.2	-13
Cc1ccc(S(=O)(=O)N2CCN(C(=O)c3sccc3C)CC2)cc1	-3	-1	-2.7	2	-4	5	-2	-5	-1.0	9
COc1ccc(CNC(=O)C2=CCN(S(=O)(=O)c3ccc(C)cc3)CC2)cc1	-5	-2	0.0	0	-3	1	0	-9	0.4	0
CCC1=C(OC(=O)N(CC)CC)N2C(=O)OC(=NCCOC)[C@]2(Cc2ccccc2)[C@H]2C1=CC[C@H]1C(=O)N(CC)C(=O)[C@H]12	-11	0	1.3	-3	0	3	2	-7	1.1	-4
CCCc1cc(=O)[nH]c(SCC(=O)Nc2ccc(OCc3ccccc3)cc2)n1	-6	-2	0.6	-2	2	-2	1	28*	0.4	-12
Cc1ccc(NC(=O)c2c(F)cccc2Cl)cc1NS(C)(=O)=O	-1	2	-0.8	-1	-4	-8	-3	4	-0.6	7
OC1(c2ccccc2)C/C(=N\n2cnnc2)C=C1c1ccccc1 (stereo unspecified)	5	-1	-0.1	-3	-3	-2	/	-3	1.7	/
COc1ccc(C(=O)Oc2c(C)occc2=O)cc1OC	2	21*	0.7	-2	-2	-2	-1	-2	-7.5	-11
CCOc1ccc(C(=S)N2CCN(C)CC2)cc1	-8	-1	1.1	-1	-4	6	0	0	-0.7	-1
CC1=C(C)CC(C(=O)NC2CCN(C(C)C)CC2)C(C(=O)O)C1 (stereo unspecified)	-3	2	-1.9	-1	-2	-11	2	3	-0.9	0
CCCOC(=O)C1=C(C)NC(=O)NC1c1cc2c(cc1Br)OCO2 (stereo unspecified)	1	3	-0.5	3	-7	-2	-2	-12	0.3	2
CC(C)C(=O)N1CCN(c2ccccc2NC(=O)c2ccc(C#N)cc2F)CC1	-2	0	-1.8	1	4	-27	-2	-4	0.5	0
Cc1cc2ccc(C)c(C)c2nc1SCC#N	-11	1	-1.4	-5	-2	12	6	-5	5.8	13
COc1ccccc1CNC(=O)COc1ccc(S(=O)(=O)N2CCOCC2)cc1	-3	16	0.8	-1	-4	1	-2	-9	1.2	4
O=S(=O)(O)c1cc(Cl)cc(N=Nc2ccc(O)cc2O)c1O	14	-2	1.0	-30	0	-3	-3	-20	-14	9
COCCNC(=O)CN(CCc1ccccc1)S(=O)(=O)c1ccc(OC)cc1	-5	3	-0.4	8	-2	/	/	-6	-0.4	13
CN(C)c1c([N+](=O)[O-])ncn1C	-18	-2	-0.4	-1	3	4	/	-4	-0.2	8
Cc1ccc(S(=O)(=O)N2CCN(C(=O)CN3C(=O)NC4(CCCC4)C3=O)CC2)c(C)c1	-3	-3	-1.9	3	-3	-3	-1	-7	-1.2	-2
Cn1c(SCC(=O)NC(C)(C)C)nc(O)cc1=O	-4	-1	-0.4	-1	0	-1	-1	3	0.6	-5
Cc1ccc(S(=O)(=O)N2CCOCC2)cc1NC(=O)COC(=O)Cc1ccsc1	-1	/	-1.5	-9	1	-13	-3	-2	2.5	/

Part of the list above, reformatted:
Tat transport	V-ATPase pH	CAL PDZ FP-1	RTF Ca sens act	CAL PDZ FP-2	MITF act	Wnt act	dFosB act	CDK5 p35 inh	Rtt109 Vps75	Compound
2	21*	0.7	-2	-2	-2	-1	-2	-7.5	-11	COc1ccc(C(=O)Oc2c(C)occc2=O)cc1OC
-8	-1	1.1	-1	-4	6	0	0	-0.7	-1	CCOc1ccc(C(=S)N2CCN(C)CC2)cc1
-3	2	-1.9	-1	-2	-11	2	3	-0.9	0	CC1=C(C)CC(C(=O)NC2CCN(C(C)C)CC2)C(C(=O)O)C1 (stereo unspecified)
1	3	-0.5	3	-7	-2	-2	-12	0.3	2	CCCOC(=O)C1=C(C)NC(=O)NC1c1cc2c(cc1Br)OCO2 (stereo unspecified)
-2	0	-1.8	1	4	-27	-2	-4	0.5	0	CC(C)C(=O)N1CCN(c2ccccc2NC(=O)c2ccc(C#N)cc2F)CC1
-11	1	-1.4	-5	-2	12	6	-5	5.8	13	Cc1cc2ccc(C)c(C)c2nc1SCC#N
-3	16	0.8	-1	-4	1	-2	-9	1.2	4	COc1ccccc1CNC(=O)COc1ccc(S(=O)(=O)N2CCOCC2)cc1
14	-2	1.0	-30	0	-3	-3	-20	-14	9	O=S(=O)(O)c1cc(Cl)cc(N=Nc2ccc(O)cc2O)c1O
-5	3	-0.4	8	-2	/	/	-6	-0.4	13	COCCNC(=O)CN(CCc1ccccc1)S(=O)(=O)c1ccc(OC)cc1
-18	-2	-0.4	-1	3	4	/	-4	-0.2	8	CN(C)c1c([N+](=O)[O-])ncn1C

(more compounds)
compound	Tat transport	V-ATPase pH	CAL PDZ FP-1	RTF Ca sens act	CAL PDZ FP-2	MITF act	Wnt act	dFosB act	CDK5 p35 inh	Rtt109 Vps75
CC(C)C1CC(C(=O)Nc2ccccc2)C(=O)O1 (stereo unspecified)	6	-3	1.2	-3	-1	/	2	-6	1.5	4
COC(=O)c1c(/N=C/NOCc2ccc(Cl)cc2)sc2c1CCN(c1ncc(C(F)(F)F)cc1Cl)C2	1	-1	-1.0	6	-3	-9	0	0	-0.8	-3
O=C(NN=C1CCC(c2ccccc2)CC1)c1cc2c(s1)CCCC2 (stereo unspecified)	13	-6	-1.5	-2	3	0	0	-6	-7.1	4
CCCCN(C)C(=O)CCCc1c[nH]c2ccccc12	8	-3	-3.0	5	-2	/	/	-1	0.8	/
CN(CC(=O)Nc1ccccc1C(F)(F)F)C(=O)c1cc([N+](=O)[O-])ccc1N1CCOCC1	-2	0	-0.6	-4	-1	1	1	1	1.0	-16
N=c1ncn(CC(O)CN2CCOCC2)c2nc(N3CCOCC3)[nH]c12 (stereo unspecified)	0	0	-0.7	-4	2	-14	2	-14	1.5	-3
O=C(Cn1nc(-c2ccccc2)ccc1=O)Nc1ccc(-n2cnnn2)cc1	9	-1	-0.6	1	-4	-2	-2	58*	1.6	-12
Cc1c(C#N)c2ccccc2n1CC(=O)NCCc1c[nH]c2ccccc12	-1	-2	-1.8	-5	/	/	-2	-8	-0.3	-4
Cc1ccc(S(=O)(=O)N(C)C)cc1NC(=O)C(C)N(C)CCOc1ccc(Cl)cc1 (stereo unspecified)	3	-5	-3.3	-4	-4	0	-2	-4	-0.2	-5
CC(OC(=O)c1ccccc1)C(=O)NCCC1=CCCCC1 (stereo unspecified)	-2	0	-0.4	9	1	-2	1	-12	5.0	-8
Cc1cc2oc(C(=O)NC3CCS(=O)(=O)C3)cc(=O)c2cc1C (stereo unspecified)	-13	2	-1.4	3	/	-7	0	-6	2.6	-1
CCOC(=O)N1CCN(C(=O)CN(c2ccc(C)c(C)c2)S(=O)(=O)c2ccccc2)CC1	-12	3	-3.7	8	-1	/	1	-8	0.5	14
Cc1cccc(C)c1NC(=O)COC(=O)[C@@H]1CCCN1C(=O)c1cccs1	0	4	-0.1	3	-3	4	0	0	-0.5	-4
Cc1ccc(C(=O)Nc2cc(S(=O)(=O)N3CCOCC3)ccc2N2CCCC2)cc1	4	-1	0.8	2	/	-7	3	-1	-0.8	1
CCN1CCN(/C=N/c2nc3c(s2)CCCC3)CC1	-4	2	-2.5	2	-3	-63	-11	3	0.9	/
CCOc1ccc2[nH]c(=O)c(CN(Cc3cccs3)Cc3nnnn3C(C)(C)C)cc2c1	3	-5	-3.1	2	2	-15	-5	-7	5.2	-6
O=C1CC(C2CCCO2)C(=O)N1c1cccc(Cl)c1 (stereo unspecified)	0	-3	0.0	2	-2	-4	/	0	-1.0	9
Cc1cc(C)c(NC(=O)CSc2nnc(CNC(=O)c3ccccc3F)o2)c(C)c1	6	-3	-0.7	-4	3	-6	-1	2	0.6	-3
Cc1ccc(NC(=O)CSc2nnc(-c3cccnc3)s2)cc1	9	2	-0.1	21	7	8	-4	-3	2.5	-3
COc1cccc(C(=O)NCc2ccco2)c1OC	9	2	0.8	3	1	6	-5	-4	0.0	-4
CCC(C)(C)NC(=O)C(c1cccn1C)N(Cc1ccc(C)cc1)C(=O)Cn1nnc2ccccc21 (stereo unspecified)	4	3	-0.4	-3	3	-2	0	10	0.0	4
NNC(=O)c1cccc(S(=O)(=O)Nc2cc(Cl)ccc2Cl)c1	7	0	-1.3	-2	/	3	0	-9	1.0	-4
COc1cc(C2C(C(C)=O)=C(O)C(=O)N2CCN(C)C)ccc1O (stereo unspecified)	2	3	-0.9	5	-2	-1	/	8	-0.7	5
O=C(Nc1ccc(S(=O)(=O)N2CCOCC2)cc1)C1CCCCC1	-1	-1	-1.2	0	1	-5	/	0	0.4	0
NS(=O)(=O)c1ccc(NC(=O)/C=C/c2ccc3c(c2)OCO3)cc1	-2	0	-0.9	1	-4	3	-2	?	2.3	0
CCc1ccc(N=C2NC(=O)/C(=C/c3cc(Br)c(OCC(=O)O)c(OC)c3)S2)cc1	-4	2	-8.5	9	-7	/	-1	-10	-3.0	-2
CCOc1ccc(C(=O)NCCc2ccccc2)cc1	-6	9	-2.8	-3	-2	-13	2	-4	-0.1	0
Cc1c(C(=O)Nc2ccccn2)oc2c(Cl)cccc12	-2	2	-3.4	-2	0	-12	-1	-21	1.4	0
COC(=O)c1ccc(NC(=O)C2C3C=CC(O3)C2C(=O)O)cc1 (stereo unspecified)	-1	3	-0.6	6	-1	9	/	1	1.3	0
COc1cc(C)ccc1OCC(=O)OCC(=O)c1cc(C)n(CC2CCCO2)c1C (stereo unspecified)	5	11	-1.2	0	3	10	-1	-4	-2.0	-3
Cc1cccc(OCC(=O)Nc2ccccc2C(=O)N2CCOCC2)c1	-11	0	-1.3	2	-5	-1	/	1	-1.6	0

No enrichment for hits, and some 4.1% of all compounds hit somewhere here.
